IL-2 act: IL-2 activation. IL-2 activation reporter assay, cell-based qHTS; stimulated with anti-CD3/CD4/CD28 beads; in transgenic mouse T cells. activation, % (series mostly up to about 46 µM). actives 0.065% (n = 360,000); in the data active means activation above about 50%; inconclusive means mostly about 30% to 49%; further: 0% is about no effect
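Using fluorescent plate cytometry, EGFP and DsRed are detected in transgenic mouse T cells stimulated 18 h at 37 degrees C with antibody-coated beads after 60 min compound pretreatment.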
PLK1 PBD block: inhibitors of human PLK1 polo-box domain binding | P53350 | AID 720504 | actives 2.8% (n = 360,000) | Plk1 PBD binding of FITC phosphopeptide, fluorescence polarization | Potency, µM, for inactives: max response, negative = inhibition, actives largely listed as inhibitors; further: potency means the concentration at half of the fitted maximal effect; series mostly up to about 57 µM; on the % scale 0 is the no-effect control and ±100 the full control effect; nearly all actives have a fitted effect of over 65% in size
CCT modulator: changes cytosolic chaperonin activity; actives 0.3% (n = 360,000); AID 651819; activity change, % (test concentration not listed), hits read low; purified chaperonin ATPase assay, HTRF ADP detection, 30 min; in the data active means activity change below about -30%; further: on the % scale 0 is the no-effect control and ±100 the full control effect
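Enzyme 40 or 20 nM (batch-dependent) in Tris pH 7.4/KCl/MgCl2/DTT; cpd 76 uM single point; ATP 10 uM; 30 min 37 °C; Transcreener ADP HTRF detection, 30 min RT; ratio 665/615.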
WRN inhibitor: blocks human WRN helicase; Q14191; WRN helicase unwinding, fluorescent forked duplex, kinetic; Potency, µM (highest dose often 114 µM), for inactives: top-dose activity change, negative = inhibition, most hits filed as inhibitors; actives 0.46% (n = 360,000); AID 651768; further: potency means the concentration at half of the fitted maximal effect; on the % scale 0 is the no-effect control and ±100 the full control effect; nearly all actives have a fitted effect of over 55% in size
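Primary qHTS, 1536-well format. 20 nM WRN + compound, 15 min RT; start with 100 nM forked fluorophore/quencher duplex, 2 mM ATP (final); kinetic read ex 525/em 598 nm.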
PI5P4K alpha inh: PI5P4K alpha (human) kinase inhibition | PI5P4Kalpha enzyme, ADP-Glo luminescence, 60 min; stronger effect = lower value | P48426 | max response, % | actives 1.2% (n = 330,000); active means max response of -50% or lower; inconclusive means between -30% and -50%; inactive means -30% or higher; further: value at the top dose of about 77 µM; on the % scale 0 is the no-effect control and ±100 the full control effect
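Compounds were pin-transferred onto PI5P4Kalpha and substrate in HEPES pH 7.4 buffer with EGTA, CHAPS and 5% DMSO. ATP (5 microM final) started the reaction, which ran 60 minutes at room temperature before ADP-Glo detection.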
EPAC1 antag: blocks human EPAC1 exchange factor | O95398 | EPAC1 GEF assay, Rap1b-BODIPY-GDP exchange fluorescence | Potency, µM (highest dose often 115 µM), for the others: top-dose activity change, negative = inhibition, usual class: inhibitors | actives 0.14% (n = 360,000) | AID 720709;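 further: potency means the concentration at half of the fitted maximal effect; plate controls were vehicle for no effect and positive control for full effect; nearly all actives have a fitted effect of over 50% in size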
Target sequence (O95398 whole entry, looked up): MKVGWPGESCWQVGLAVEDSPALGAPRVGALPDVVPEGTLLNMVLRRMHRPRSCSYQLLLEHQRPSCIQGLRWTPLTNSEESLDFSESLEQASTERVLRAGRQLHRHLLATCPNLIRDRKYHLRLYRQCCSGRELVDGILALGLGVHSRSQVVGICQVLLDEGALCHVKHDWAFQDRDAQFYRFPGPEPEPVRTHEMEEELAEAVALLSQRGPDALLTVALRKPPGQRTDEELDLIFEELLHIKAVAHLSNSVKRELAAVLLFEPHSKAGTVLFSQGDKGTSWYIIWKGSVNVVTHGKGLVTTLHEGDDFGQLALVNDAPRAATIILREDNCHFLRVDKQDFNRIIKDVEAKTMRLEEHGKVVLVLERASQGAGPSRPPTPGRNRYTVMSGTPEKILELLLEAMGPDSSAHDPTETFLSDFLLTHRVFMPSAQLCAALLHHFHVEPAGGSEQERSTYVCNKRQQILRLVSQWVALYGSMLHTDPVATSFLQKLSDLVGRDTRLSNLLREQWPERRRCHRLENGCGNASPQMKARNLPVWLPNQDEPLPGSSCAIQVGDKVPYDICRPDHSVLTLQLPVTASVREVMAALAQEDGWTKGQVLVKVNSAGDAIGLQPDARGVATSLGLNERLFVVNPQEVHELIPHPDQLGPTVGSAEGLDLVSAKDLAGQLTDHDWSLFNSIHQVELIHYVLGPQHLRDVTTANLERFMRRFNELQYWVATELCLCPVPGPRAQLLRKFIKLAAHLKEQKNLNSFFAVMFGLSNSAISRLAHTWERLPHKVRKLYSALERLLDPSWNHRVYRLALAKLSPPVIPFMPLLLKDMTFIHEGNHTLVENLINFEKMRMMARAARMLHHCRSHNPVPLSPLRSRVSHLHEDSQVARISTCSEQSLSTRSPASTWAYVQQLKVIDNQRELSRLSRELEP
EPAC1 ag: agonists of human EPAC1; EPAC1 agonist qHTS, biochemical assay; response scale: 100% = response to 6.5 mM cAMP; Potency, µM (top dose mostly 154 µM), for inactives: top-dose activation, hits mostly activators; actives 0.073% (n = 360,000); AID 720707; further: potency means the concentration at half of the fitted maximal effect; nearly all actives have a fitted effect of over 60% in size
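Normalized to 6.5 mM cAMP, activity reflects EPAC1-catalysed release of BODIPY-GDP from Rap1B, followed kinetically over 30 min at 480 nm excitation, 540 nm emission. Reaction contained 100 nM EPAC1, 250 nM Rap1B-BODIPY-GDP, 50 uM GDP.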
EPAC2 ag: agonists of human EPAC2 (RAPGEF4) | Q8WZA2 | EPAC2 activation, biochemical qHTS; response scale: 100% = 6.5 mM cAMP response | Potency, µM (titrated, usually from 154 µM), for inactives: at the highest dose activation, actives largely listed as activators | actives 0.079% (n = 360,000) | AID 720711; further: potency means the concentration at half of the fitted maximal effect; nearly all actives have a fitted effect of over 50% in size
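In this primary screen, activation is scored as increased exchange of BODIPY-GDP from Rap1B by 100 nM EPAC2, with 50 uM GDP as competitor. Signal is normalized to the 6.5 mM cAMP agonist control.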
* marks the source's active call; other numbers are inactive results; [ ] = dose if it differs, or a comment. Unless noted, the call rests on the fitted dose curve; in most records, active means well fitted curve in the direction sought with a large enough effect; inconclusive means small, poorly fitted or top-dose-only effect, or another doubt; inactive means no such curve, though single readings can be large; an effect the other way counts as inactive or inconclusive.

Screening COC(=O)[C@]1(Cc2ccccc2)N[C@H](c2ccc(-c3ccc(Cl)c(Cl)c3)cc2)[C@@H]2C(=O)N(C)C(=O)[C@@H]21 returned IL-2 act -4.1, PLK1 PBD block -26%, CCT modulator -2.8, WRN inhibitor 0%, PI5P4K alpha inh 12, EPAC1 antag -1%, EPAC1 ag -2% and EPAC2 ag 6%.
Screening Cc1cccc(C2c3[nH]c4ccccc4c3CCN2C(=O)CN2CCOC2=O)n1 (stereo not drawn) returned IL-2 act 0.0, PLK1 PBD block -12%, CCT modulator -8.7, WRN inhibitor -2%, PI5P4K alpha inh 1, EPAC1 antag 4%, EPAC1 ag 5% and EPAC2 ag 10%.
Screening O=C(CC1SC(=NC2CCCCC2)NC1=O)Nc1ccccc1 (stereo not drawn) returned IL-2 act -0.7, PLK1 PBD block -5%, CCT modulator 0.7, WRN inhibitor -11%, EPAC1 antag 9%, EPAC1 ag 19% and EPAC2 ag 9%.
For CC(C)(C)c1ccc(OCCCN2CCCC2)cc1 the results were IL-2 act -3.0, PLK1 PBD block -12%, CCT modulator -2.7, WRN inhibitor 3%, PI5P4K alpha inh 7, EPAC1 antag inconclusive, EPAC1 ag -16% and EPAC2 ag 1%.
`Cc1cc(-n2c(C)cc(C(=O)CSc3nnc4sc5ccccc5n34)c2C)no1` gave IL-2 act 0.7, PLK1 PBD block -1%, CCT modulator 2.4, WRN inhibitor -7%, EPAC1 antag 15%, EPAC1 ag -4% and EPAC2 ag -7%.
Screening CCOc1ccccc1NC(=O)Nc1ccc(Br)cc1C returned IL-2 act 0.1, PLK1 PBD block -4%, CCT modulator -1.0, WRN inhibitor -2%, PI5P4K alpha inh 3, EPAC1 antag 11%, EPAC1 ag 13% and EPAC2 ag 9%.
`COc1ccc(OC(C)C(=O)N(C)Cc2nc(-c3ccc(OC)cc3)no2)cc1` (stereo not drawn) gave IL-2 act -1.7, PLK1 PBD block inconclusive, CCT modulator -1.4, WRN inhibitor 5%, PI5P4K alpha inh -4, EPAC1 antag 11%, EPAC1 ag -5% and EPAC2 ag 4%.
CC1(C)C2C(Cl)(Cl)C2(C)c2ccccc2N1C=O (stereo not drawn) was read as IL-2 act 8.1, PLK1 PBD block 2%, CCT modulator 1.3, WRN inhibitor 2%, PI5P4K alpha inh -3, EPAC1 antag 1%, EPAC1 ag -2% and EPAC2 ag -2%.
Cn1c(N)c(C(=O)CSc2n[nH]c(-c3ccccc3)n2)c(=O)n(C)c1=O was read as IL-2 act 2.3, PLK1 PBD block -2%, CCT modulator -3.8, WRN inhibitor -13%, PI5P4K alpha inh 2, EPAC1 antag 4%, EPAC1 ag -2% and EPAC2 ag 8%.
O=C1CCCN1CCCNc1ccc2nnc(CCC(=O)N3CCN(c4ccc(F)cc4)CC3)n2n1 was read as IL-2 act -2.1, PLK1 PBD block 27µM*, CCT modulator 0.2, WRN inhibitor 8%, PI5P4K alpha inh 0, EPAC1 antag -9%, EPAC1 ag -2% and EPAC2 ag -5%.
Screening OC(COCc1ccco1)CN1CCN(c2ccccc2)CC1 (stereo not drawn) returned IL-2 act -0.1, PLK1 PBD block -12%, CCT modulator -1.0, WRN inhibitor -23%, PI5P4K alpha inh 3, EPAC1 antag 10%, EPAC1 ag 2% and EPAC2 ag 7%.
`COc1ccc(NS(=O)(=O)c2ccc(NS(=O)(=O)c3ccc(SC)cc3)cc2)c(OC)c1` gave IL-2 act -2.8, PLK1 PBD block -4%, CCT modulator 0.5, WRN inhibitor -12%, EPAC1 antag -11%, EPAC1 ag 18% and EPAC2 ag 11%.
For OC[C@@H]1CN(CCN2CCOCC2)C[C@H](n2cnc3c(NC4CC4)ncnc32)O1 the results were IL-2 act 0.7, PLK1 PBD block -8%, CCT modulator -1.4, WRN inhibitor 2%, PI5P4K alpha inh -1, EPAC1 antag 4%, EPAC1 ag 1% and EPAC2 ag 2%.
Cn1nc(C(C)(C)C)cc1C(=O)N1CCCCC1c1cc(C(=O)NCc2ccc(F)cc2)no1 (stereo not drawn) was read as IL-2 act -0.9, PLK1 PBD block -14%, CCT modulator -3.4, WRN inhibitor -1%[57.1 µM], PI5P4K alpha inh 4, EPAC1 antag -19%, EPAC1 ag 3% and EPAC2 ag 7%.
`COc1ccc(CNCc2ccccc2[N+](=O)[O-])cc1OC` gave IL-2 act -0.4, PLK1 PBD block -24%, CCT modulator -1.3, WRN inhibitor 1%, PI5P4K alpha inh 3, EPAC1 antag -12%, EPAC1 ag 5% and EPAC2 ag 7%.

Among those listed so far, these contain sulfur:
Screening O=C(CC1SC(=NC2CCCCC2)NC1=O)Nc1ccccc1 (stereo not drawn) returned IL-2 act -0.7, PLK1 PBD block -5%, CCT modulator 0.7, WRN inhibitor -11%, EPAC1 antag 9%, EPAC1 ag 19% and EPAC2 ag 9%.
`Cc1cc(-n2c(C)cc(C(=O)CSc3nnc4sc5ccccc5n34)c2C)no1` gave IL-2 act 0.7, PLK1 PBD block -1%, CCT modulator 2.4, WRN inhibitor -7%, EPAC1 antag 15%, EPAC1 ag -4% and EPAC2 ag -7%.
Cn1c(N)c(C(=O)CSc2n[nH]c(-c3ccccc3)n2)c(=O)n(C)c1=O was read as IL-2 act 2.3, PLK1 PBD block -2%, CCT modulator -3.8, WRN inhibitor -13%, PI5P4K alpha inh 2, EPAC1 antag 4%, EPAC1 ag -2% and EPAC2 ag 8%.
`COc1ccc(NS(=O)(=O)c2ccc(NS(=O)(=O)c3ccc(SC)cc3)cc2)c(OC)c1` gave IL-2 act -2.8, PLK1 PBD block -4%, CCT modulator 0.5, WRN inhibitor -12%, EPAC1 antag -11%, EPAC1 ag 18% and EPAC2 ag 11%.

Carrying on:
Screening CCOc1ccc(N=C(C)C2=C(O)c3ccccc3C2=O)cc1 returned IL-2 act -0.3, PLK1 PBD block -5%, CCT modulator -1.1, WRN inhibitor -16%, PI5P4K alpha inh 4, EPAC1 antag -5%, EPAC1 ag 5% and EPAC2 ag -5%.
`Cc1ccc(NC(=O)CSc2nnc(CNC(=O)c3ccccc3F)o2)cc1Cl` gave IL-2 act -1.8, PLK1 PBD block -22%, CCT modulator -14, WRN inhibitor 1%, PI5P4K alpha inh 5, EPAC1 antag inconclusive, EPAC1 ag 0% and EPAC2 ag 12%.
For Cc1cc(C(=O)O)ccc1NCc1cccnc1 the results were IL-2 act 4.4, PLK1 PBD block 4%, CCT modulator -4.1, WRN inhibitor 7%, PI5P4K alpha inh -1, EPAC1 antag 6%, EPAC1 ag -1% and EPAC2 ag 3%.
For Cc1cccc(S(=O)(=O)Nc2cccc(-c3cn4ccsc4n3)c2)c1 the results were IL-2 act -0.5, PLK1 PBD block -3%, CCT modulator 0.1, WRN inhibitor -19%, PI5P4K alpha inh -12, EPAC1 antag -6%, EPAC1 ag 1% and EPAC2 ag -14%.
For CCN1CCN(C(=O)c2ccc(CS(=O)(=O)Cc3ccccc3F)o2)CC1 the results were IL-2 act 1.5, PLK1 PBD block -4%, CCT modulator 1.3, WRN inhibitor -7%, EPAC1 antag -23%, EPAC1 ag 6% and EPAC2 ag -8%.
`COc1ccc2sc(-c3ccccc3OC)c(-c3ccc4c(c3)OCCO4)c2c1` gave IL-2 act -0.1, PLK1 PBD block 10%, CCT modulator 2.0, WRN inhibitor 0%, PI5P4K alpha inh 16, EPAC1 antag -13%, EPAC1 ag -3% and EPAC2 ag -6%.
Screening CCCC[C@@H]1CNC(=S)N1CCC12CC3CC(CC(C3)C1)C2 returned IL-2 act -4.2, PLK1 PBD block -16%, CCT modulator -3.0, WRN inhibitor -4%, PI5P4K alpha inh 14, EPAC1 antag -19%, EPAC1 ag -12% and EPAC2 ag 5%.
`Cc1cc(NC(=O)CSc2nnc(-c3ccccc3F)n2C)no1` gave IL-2 act 2.9, PLK1 PBD block 4%, CCT modulator 1.4, WRN inhibitor 3%, PI5P4K alpha inh 0, EPAC1 antag -18%, EPAC1 ag 6% and EPAC2 ag 7%.
Screening COc1cccc(/C=N/NC(=O)c2nnn(-c3nonc3N)c2CN(C)C2CCCCC2)c1 returned IL-2 act -1.9, PLK1 PBD block 5%, CCT modulator -0.3, WRN inhibitor -3%, PI5P4K alpha inh 1, EPAC1 antag -2%, EPAC1 ag 7% and EPAC2 ag 0%.
For CC(=O)Cn1c(CN2CC(C)CC(C)C2)nc2c1c(=O)n(C)c(=O)n2C (stereo not drawn) the results were IL-2 act 0.2, PLK1 PBD block -24%, CCT modulator 0.7, WRN inhibitor 5%, PI5P4K alpha inh 1, EPAC1 antag -2%, EPAC1 ag 4% and EPAC2 ag 1%.
COc1ccccc1NC1=C(C)C(=O)CC1 was read as IL-2 act -2.4, PLK1 PBD block inconclusive, CCT modulator 2.6, WRN inhibitor 11%, PI5P4K alpha inh -2, EPAC1 antag 2%, EPAC1 ag -2% and EPAC2 ag 11%.
CCOc1ccccc1Oc1coc2cc(OC(=O)c3ccco3)ccc2c1=O was read as IL-2 act -1.4, PLK1 PBD block -14%, CCT modulator -2.8, WRN inhibitor 8%, EPAC1 antag 1%, EPAC1 ag -1% and EPAC2 ag 5%.
Screening COc1cc(OC)cc(C(=O)Nc2nc3ccc(S(C)(=O)=O)cc3s2)c1 returned IL-2 act -1.5, PLK1 PBD block -15%, CCT modulator -0.1, WRN inhibitor inconclusive, PI5P4K alpha inh -74*, EPAC1 antag -8%, EPAC1 ag 1% and EPAC2 ag 0%.
For OC1(c2ccc(F)cc2)CSC(=Nc2cccnc2)N1Cc1ccco1 (stereo not drawn) the results were IL-2 act -0.2, PLK1 PBD block -8%, CCT modulator -2.6, WRN inhibitor -1%, PI5P4K alpha inh -8, EPAC1 antag -12%, EPAC1 ag 4% and EPAC2 ag -10%.

Source: PubChem BioAssay (National Center for Advancing Translational Sciences (NCATS))

Not all compounds are listed; count on the stated rates, not on these rows.
